Pf apPOL block – Pf-apPOL DNA polymerase inhibition; 210,000 compounds, 0.25% hits; inhibition, % at 10 µM; AID 1794808; Recombinant Pf-apPOL, molecular beacon fluorescence, 1.5 h
mHTT-CaM PPI inh – mHTT-calmodulin interaction abrogation | P42858 | AID 1671202 | AlphaScreen His-mHTT/GST-CaM binding, luminescence | inhibition, % at 15 µM | 190,000 compounds, 3.6% hits;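 note: 0% = both proteins with DMSO and 100% = one protein alone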
Active calls of the source: *; i = inactive; · = no result given; & = joins results of further samples. Cut-off read from the data, not from the text of the source: active = inhibition above about 50%; inactive = the rest.

SMILES	Pf apPOL block	mHTT-CaM PPI inh
O=C1CCCC2=C1C(c1ccc(Cl)cc1)n1nc(-c3cccnc3)nc1N2 (stereo not drawn)	-4	-8
CN(C)c1ccc(CCNC(=O)NCc2ccc(F)cc2)cc1	-74	10
CC(=O)c1ccc(NC(=O)CSc2nccc(-c3ccc(C)c(C)c3)n2)cc1	-11	10
N#CC(C#N)=CNc1cccc(N)n1	-6	·
CCNC(=O)c1c(-c2cccc(F)c2)noc1C	-4	1
CCc1onc(C)c1C1CCCN1C(=O)c1c(OC)cccc1OC (stereo not drawn)	3	2
O=C(Nc1ccc(O)cc1)N1CCOCC1	-3	8
NC(=O)c1ccccc1NC(=O)Nc1ccc(Cl)cc1	-6	0
CC1(C)CC(NC(=O)c2cccs2)CC(C)(CNC(=O)c2cccs2)C1 (stereo not drawn)	-4	9
O=C(Nc1c2c(nn1-c1cccc(Cl)c1)CS(=O)C2)C1CCCC1 (stereo not drawn)	-3	-1
COc1cccc(Cn2c3c(c4ccccc4c2=O)C(=O)c2ccccc2-3)c1	2	·
OC1(c2ccccc2)CCOCC1	-13	·
COCCNC(=O)C1CC(c2cc(OC)ccc2OC)=NO1 (stereo not drawn)	-4	-7
CCOc1ccc(C2CC(c3ccc(Cl)cc3)Nc3nnnn32)cc1OC (stereo not drawn)	3	38
C(=C\c1ccccc1)/CN1CCN(C2CCc3ccccc3C2)CC1 (stereo not drawn)	14	31
Cc1cc(N2CCN(C)CC2)nc2ccc(NC(=O)c3ccc(F)cc3Cl)cc12	5	8
Cc1oc(C2CCN(C(=O)c3ccccc3C(F)(F)F)CC2)nc1C(=O)N1CCCC1	-4	2
COc1cc(-c2nnc3s/c(=C\c4ccccc4Cl)c(=O)n23)cc(OC)c1OC	-27	-2
CC(C)c1ccc(NC(=O)c2ccc(F)c(S(=O)(=O)N3CCc4ccccc43)c2)cc1	-5	-5
Cc1ccc(C(=O)N2CC=C(C(=O)NC(C)C)CC2)cc1C	-2	-1

One compound at a time (already shown). Order of values: Pf apPOL block | mHTT-CaM PPI inh
Cc1ccc(C(=O)N2CC=C(C(=O)NC(C)C)CC2)cc1C as listed: -2 | -1
CC(=O)c1ccc(NC(=O)CSc2nccc(-c3ccc(C)c(C)c3)n2)cc1 as listed: -11 | 10

(more compounds)
SMILES	Pf apPOL block	mHTT-CaM PPI inh
CN1C(=O)CC(c2ccccc2[N+](=O)[O-])C2=C1CC(C)(C)CC2=O (stereo not drawn)	-2	5
O=C(c1ccccc1[N+](=O)[O-])N1CCN(c2ccc(Cl)cc2)CC1	-2	12
O=C(NCCc1ccc(Cl)cc1)C12CC3CC(CC(C3)C1)C2	-7	·
COCCCNC(=O)c1sc2ccccc2c1Cl	-4	-14
Cc1nc(Oc2ccc(F)cc2)c(C(N)=O)c(C)c1Cl	-10	-6
Nc1ncc(Cc2ccc(Cl)c(Cl)c2)s1	-3	26
CC(=O)NC(Nc1ccc(C)cc1)(C(F)(F)F)C(F)(F)F	-6	·
COc1ccc(NC(=O)c2sc3ccccc3c2Cl)c(OC)c1	-3	0
C(=C\c1nnc2ccc3ccccc3n12)/c1ccco1	·	6
Cc1cc(N2CCCCC2)c(F)cc1[N+](=O)[O-]	1	0
Cc1noc(C)c1C1CCCN1C(=O)c1cc2nc(C3CC3)cc(C(F)(F)F)n2n1 (stereo not drawn)	-1	-1
COc1ccc(CC(=O)Nc2ccc3ncnc(N4CCCC4)c3c2)cc1Cl	4	13
Cc1c(C(=O)O)oc2c1C(=O)CCC2	-7	-2
CCNC(=O)c1ccc(CN2C(=O)C3CCCN3C(=O)c3ccccc32)cc1 (stereo not drawn)	-2	-11
COc1ccc(N=C2C(=O)Nc3cc(Br)c(C)cc32)cc1	-3	66*
Cc1oc2ccc(OCC(=O)O)cc2c1C(=O)O	-1	-1
COc1cc(/C=c2\sc3nc(=O)c(C)nn3c2=O)cc(OC)c1OC	1	-2
COc1cccc(C(=O)N2CCN(c3cccc(OC)c3)C(=O)C2C)c1 (stereo not drawn)	0	-6
CCCCOc1ccc(NC(=O)CCN2C(=O)c3cccc([N+](=O)[O-])c3C2=O)cc1	13	1
CCCNC(=O)N1CCC2(CC1)Nc1cc(F)ccc1-n1cccc12	3	31
COc1ccc(-c2noc(C3CCCN3C(=O)c3ccc(NC(C)=O)cc3)n2)cc1 (stereo not drawn)	-1	5
CCCS(=O)(=O)N1CCC(C(=O)NCc2ccccn2)CC1	-13	6
O=C1CC(N2CCN(c3ncccn3)CC2)C(=O)N1c1ccc(F)cc1 (stereo not drawn)	2	6
COc1ccc(NC(=O)Nc2nnc(Cc3cccc(Br)c3)s2)cc1	-2	4
Nc1ccccc1SCC(O)COc1cccc(C(F)(F)F)n1 (stereo not drawn)	-2	·
COc1cc(Cl)cc(/C=C2\C(=O)NN(c3ccc(C)c(C)c3)C2=O)c1O	-6	14
O=C(NCC1COC2(CCCCC2)O1)c1ccc2ccccc2c1 (stereo not drawn)	-4	-9
COc1ccc(C(C(=O)NC2CCCC2)N2CCC3(CC2)OCCO3)cc1 (stereo not drawn)	-4	2
COc1cc(OC)c(C2SCCN2S(=O)(=O)c2cccc(C)c2)cc1OC (stereo not drawn)	-1&-7	3&0
Fc1ccc(Br)cc1C1C=C(c2ccc(Br)cc2)Nc2ncnn21 (stereo not drawn)	-1	7
Cc1nc(N2CCN(Cc3ccccc3)CC2)nc(N2CCCCC2)c1[N+](=O)[O-]	1	44
CCn1ccc2c(cc(C(=O)Nc3ccc(F)cc3C)n2C)c1=O	4	-9
COc1ccccc1CNC(=O)Cc1ccc(OC)c(OC)c1	-3	-2
CC1(C)CC(n2c(SCC(=O)c3ccc(Cl)cc3)nc3ccccc3c2=O)CCO1 (stereo not drawn)	2	-6
CC1CCCN(C(=O)c2ccccc2NC(=O)c2ccc(F)cc2)C1 (stereo not drawn)	-4	-6
O=C(CCS(=O)(=O)Cc1ccc(F)cc1Cl)NCc1ccco1	-20	0
O=C(Nc1ccc(CN2CCCCC2)cc1)C1CCCN(C(=O)c2ccc(Cl)cc2)C1 (stereo not drawn)	-2	34
COCCN=C1Nc2ccccc2CNC12CCN(C(=O)CCOC)C2 (stereo not drawn)	-2	4
O=C(C1CCN(c2cnc3nccnc3c2)CC1)N1CCC(Cc2ccccc2)CC1	2	19
O=C(Cn1nnc(-c2ccccc2Cl)n1)Nc1cccc(Br)c1	2	-3
O=C(N/C(=C/c1cccnc1)C(=O)N1CCCC1)c1ccco1	14	-1
Cc1cccc(NC(=O)C2Oc3ccccc3NC2=O)c1 (stereo not drawn)	4	-10
Cn1c(=O)c2c(n3nnnc13)-c1ccccc1CC21CCCC1	2	-6
O=C(Nc1ccc(F)c(F)c1)c1ccc(F)c(S(=O)(=O)N2CCc3ccccc32)c1	31	3
Cc1ccc(-c2csc3nc(C)n(-n4cccc4)c(=O)c23)o1	1	-5
CC(=O)Nc1c2c(nn1-c1cccc(C)c1C)CS(=O)(=O)C2	-5	-3
CCCc1nnsc1C(=O)Nc1ccc2c(c1)N(C(=O)c1cccs1)CC2	-32	-6
NC(CO)CSCc1ccccc1 (stereo not drawn)	6	·
O=C(CCc1csc(NC(=O)c2ccco2)n1)NCCc1ccc(F)cc1	-1	-9
CCOc1ccc(C(=O)CN2CCN(CC(=O)Nc3ccccc3F)CC2)cc1	1	18

Next part:
SMILES	Pf apPOL block	mHTT-CaM PPI inh
O=C1C(=CC=Cc2ccco2)SC(=S)N1C1CCCCC1	18	78*
CCOc1ccccc1/C=C1\N=C(c2ccc(C)c([N+](=O)[O-])c2)OC1=O	2	11
COC(=O)COc1ccc2c(c1)OC(=Cc1ccccc1OC)C2=O	-13	1
Cc1ccc(S(=O)(=O)N2CC3CN(C(=O)NCc4ccco4)CC(C2)O3)cc1	-5	7
N[C@H]1CONC1=O	12	·
O=C(Nc1cc(F)cc(F)c1)N1CCCN(C2CCN(Cc3ccc(F)cc3)C2=O)CC1 (stereo not drawn)	7	18
Cc1ccc(CN2CCCn3nc(C(=O)NCc4ccc5c(c4)OCO5)cc3C2=O)cc1	7	4
COc1ccc(-c2csc(=Nc3ccccc3)n2CCCN(C)C)cc1	2	45
COc1cccc(C(C)NC(=O)CN2C(=O)NC3(CCCCC3)C2=O)c1 (stereo not drawn)	-4	-6
CC(=O)C1=C(O)C(=O)N(c2ccccn2)C1c1ccc(C)cc1 (stereo not drawn)	-5	2
Cc1noc(CNC(=O)c2coc(NC(=O)c3ccccc3)n2)n1	3	-5
CCOc1ccccc1NC(=O)CCN1CCN(C2c3ccccc3-c3ccccc32)CC1	0	57*
Cc1ccccc1C(=O)Nc1ccc(I)c(C(=O)O)c1	-4	-4
O=C(NCCc1ccccc1)C1=C2CCCN2c2ccc(F)cc2S1(=O)=O	0	-5
COc1ccc(C=Cc2nc(C#N)c(N3CCN(C(=O)c4ccco4)CC3)o2)cc1OC	-2	36
CC(c1ccccc1)n1c(C(=O)N2CCOCC2)cc2ccsc21 (stereo not drawn)	-3	3
COc1ccc(C2CCCN2C(=O)Cc2ccc(F)cc2)cc1 (stereo not drawn)	-4	7
CC(C)CNC(=O)N1CCN(Cc2nc3cccnc3n2-c2cccc(F)c2)CC1	1	-3
CCC(=O)NCCc1csc(C2CCN(C(=O)c3ccc4ccccc4n3)CC2)n1	-4	-3
NS(=O)(=O)c1ccc(CNC(=O)c2ccco2)cc1	-5	2
COc1ccccc1C(=O)NC1CCN(c2ccccc2C(=O)N2CCCC2)CC1	-9	8
Fc1ccc(-c2noc(Cn3ccnc3)n2)cc1	-6	-3
COc1ccc(SCC(=O)N(CCn2cccn2)c2nc3c(F)cccc3s2)cc1	-4	-20
O=C1C2CCCN2C(c2ccccc2F)N1c1nccs1 (stereo not drawn)	-4	-3
CCC(C)(C)OCC(O)CN1CCC(Cc2ccccc2)CC1 (stereo not drawn)	-6	-4
O=C(Nc1cccc(F)c1)c1cnc(-c2ccccc2)nc1-c1ccncc1	1	-6
Cn1c(Cc2nc(-c3cnccn3)no2)nnc1SCC(=O)Nc1ccc(Cl)cc1	7	·
COc1ccc(OC)c(-n2c(SCC(=O)Nc3ccc(F)cc3)nc3c(c2=O)SCC3)c1	-6	36
Cc1cc(N=C2NC(=O)/C(=C/c3cccnc3)S2)ccc1Cl	0	-1
O=c1[nH]c2nonc2nc1Nc1ccccc1	-4	-9
C/C(Cl)=C\CSc1nc2c(c(=O)[nH]c(=O)n2C)n1C	1	-1
CCc1cccc(CC)c1NC(=O)Cc1ccc(OC)cc1	-1	-4
CC(C)(C)CC(=O)NCc1ccc(F)cc1	0	-4
O=c1c2sccc2nc(SCc2cc(=O)n3cc(Cl)ccc3n2)n1C1CC1	0	13
O=C(Cc1ccc([N+](=O)[O-])cc1)Nc1ccc(I)cc1	1	9
CC(=O)c1ccc(N2CN=c3s/c(=C\c4ccc(I)o4)c(=O)n3C2)cc1	-2	9
Cc1[nH]c2ccccc2c1SCc1nnc(SCC(=O)Nc2ccccc2)n1C	-10&-12	·
Cc1cc(=O)n2c(CCNC(=O)COc3ccccc3F)csc2n1	16	-4
COc1cc(C(=O)ON2C(=O)CCC2=O)cc(OC)c1OC	-13	-4
COC(=O)c1ccc(Oc2coc3c4c(ccc3c2=O)OCN(Cc2ccc(OC)cc2)C4)cc1	-18	19
COc1ccc(CC(=O)N2CCCC2c2nc(-c3ccc(C)cc3)no2)cc1OC (stereo not drawn)	-3	26
COC(=O)COc1ccc2c(c1)OC(=CC1=Cc3ccccc3OC1)C2=O	0&4	-17&22
Cc1noc(C)c1S(=O)(=O)N(C)CC12CCCC1N(C)C(=O)CC2 (stereo not drawn)	-3	-6
O=S(=O)(c1cc(Cl)sc1Cl)N1CCCN(CCc2ccccc2)CC1	2&-10	·
O=C(C[n+]1ccc(/C=N/O)cc1)NC1CCCCC1	6	i
NC(=O)C1=CNCCC1C(F)(F)F (stereo not drawn)	-5	·
COc1cccc(NC(=O)c2cc(C)oc2C)c1	-5	-2
CCn1c2ccccc2c2cc(CN(C)C3CCN(C)CC3)ccc21	-5	6
O=C(NC1CCS(=O)(=O)C1)c1ccc(Cl)cc1Cl (stereo not drawn)	-1	-20
O=c1c2ccccc2nc2c3ccccc3c(NCc3ccco3)nn12	-2	65*

Going on with the list:
SMILES	Pf apPOL block	mHTT-CaM PPI inh
COc1ccc(C2C3=C(CC(C)(C)CC3=O)Nc3nc(SC)nn32)c(OC)c1OC (stereo not drawn)	1	-3
Cc1ccccc1OCC(=O)Nc1ccc2c(c1)N(S(=O)(=O)c1ccccc1)CCC2	-3	-1
O=C(NCCc1cccs1)c1ccc2c(c1)NC(=O)C1CCCCN21 (stereo not drawn)	-2	10
Cc1ccccc1CON=Cc1[nH]ncc1Br	-9	·
NC(=O)c1cc(-c2ccccc2)sc1NC(=O)c1cc(Cl)sc1Cl	-1	-5

Grouped by structure, those above containing a furan ring, fused or not.
SMILES	Pf apPOL block	mHTT-CaM PPI inh
C(=C\c1nnc2ccc3ccccc3n12)/c1ccco1	·	6
Cc1c(C(=O)O)oc2c1C(=O)CCC2	-7	-2
Cc1oc2ccc(OCC(=O)O)cc2c1C(=O)O	-1	-1
O=C(CCS(=O)(=O)Cc1ccc(F)cc1Cl)NCc1ccco1	-20	0
O=C(N/C(=C/c1cccnc1)C(=O)N1CCCC1)c1ccco1	14	-1
Cc1ccc(-c2csc3nc(C)n(-n4cccc4)c(=O)c23)o1	1	-5
O=C(CCc1csc(NC(=O)c2ccco2)n1)NCCc1ccc(F)cc1	-1	-9
O=C1C(=CC=Cc2ccco2)SC(=S)N1C1CCCCC1	18	78*
Cc1ccc(S(=O)(=O)N2CC3CN(C(=O)NCc4ccco4)CC(C2)O3)cc1	-5	7
COc1ccc(C=Cc2nc(C#N)c(N3CCN(C(=O)c4ccco4)CC3)o2)cc1OC	-2	36
NS(=O)(=O)c1ccc(CNC(=O)c2ccco2)cc1	-5	2
CC(=O)c1ccc(N2CN=c3s/c(=C\c4ccc(I)o4)c(=O)n3C2)cc1	-2	9
COc1cccc(NC(=O)c2cc(C)oc2C)c1	-5	-2
O=c1c2ccccc2nc2c3ccccc3c(NCc3ccco3)nn12	-2	65*
